USP2a block: blocks human ubiquitin-specific protease USP2a; USP2 core, Ub-CHOP2 coupled fluorogenic reporter, 485/531; Potency, µM (highest dose often 38.3 µM), for the others: at the highest dose activity change, negative = inhibition, usual class: inhibitors; actives 0.01% (n = 330,000); AID 463254;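 note: potency is the fitted concentration of half-maximal effect; plate controls were DMSO wells for no effect and full inhibition by NEM control for full effect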
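Cell-free coupled assay: 10nM USP2 core preincubated 30min RT with compound in Tris-HCl pH 8.0/CaCl2/CHAPS buffer, then 25nM Ub-CHOP2 and 25nM reporter substrate; fluorescence (Ex 485/Em 531) read after 60min RT, normalized to NEM inhibition, concentration-response curves fitted.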
B2AR arrestin: agonists driving beta-arrestin recruitment to human beta2-adrenergic receptor | P07550 | beta-arrestin recruitment to beta2AR, cell-based reporter | Potency, µM (series often up to 46.1 µM), inactives show top-dose activation, most hits filed as activators | actives 0.02% (n = 330,000) | AID 492947;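 note: potency is the fitted concentration of half-maximal effect; 0% = DMSO controls and full agonism = EC100 isoproterenol or metaproterenol; nearly all actives have a fitted effect of over 65% in size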
Target sequence (P07550 whole entry, looked up): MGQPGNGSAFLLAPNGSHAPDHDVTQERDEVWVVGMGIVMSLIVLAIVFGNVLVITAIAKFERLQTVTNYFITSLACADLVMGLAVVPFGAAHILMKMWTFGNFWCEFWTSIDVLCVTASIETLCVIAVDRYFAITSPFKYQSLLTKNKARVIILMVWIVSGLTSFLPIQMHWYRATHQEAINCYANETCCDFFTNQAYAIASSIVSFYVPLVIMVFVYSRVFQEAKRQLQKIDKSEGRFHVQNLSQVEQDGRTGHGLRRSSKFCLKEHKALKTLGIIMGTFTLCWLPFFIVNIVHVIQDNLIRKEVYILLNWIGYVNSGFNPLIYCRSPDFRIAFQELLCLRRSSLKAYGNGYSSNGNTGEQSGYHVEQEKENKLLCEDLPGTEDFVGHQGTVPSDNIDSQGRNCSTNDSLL
KCNH2 WT inh: inhibitors of human wildtype KCNH2 potassium channel; activity change, % at 1.84 µM; U2OS, BacMam KCNH2, thallium flux FluxOr; active compounds read low; AID 720551; actives 0.37% (n = 340,000);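 active = maximum activity change below -70%; inconclusive = maximum activity change between -70% and -50%; inactive = maximum activity change above -50%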; note: % is set by controls: 0 for no effect and ±100 for the full control effect
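U2OS cells transduced with wild-type KCNH2 virus are loaded with FluxOr dye for 45 min, and thallium flux is measured in kinetic reads before and after stimulation buffer. Rate constants are normalized to DMSO controls.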
MLL CXXC-DNA inh: blocks binding of human MLL CXXC domain to DNA; MLL-CXXC / FITC-HOXA9 DNA fluorescence polarization; Potency, µM (titrated, usually from 115 µM), inactives show top-dose activity change, negative = inhibition, usual class: inhibitors; actives 0.037% (n = 290,000); active = well fitted inhibition curve with a large enough effect in the polarisation, with a control signal flat, not every such curve was filed as active; inconclusive = small, poorly fitted or top-dose-only effect, or effect the other way, or a change in a side signal; inactive = no such curve, though single readings can be large or run the other way; the % refers to the polarisation; note: potency is the fitted concentration of half-maximal effect
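Fluorescence polarization: 7 uM MLL-CXXC (stock) preincubated 5 min with compounds, then 50 nM fluorescein-HOX-A9 DNA (stock) added; 30 min ambient. Buffer 50 mM Tris-HCl pH 7.5, 50 mM NaCl, 1 mM DTT, 0.05% BSA.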
PKM2 act: PKM2 (human) enzyme activation | P14618 | purified PKM2, Kinase-Glo ATP luminescence, activation; response scale: 0% is enzyme alone, no compound | Potency, µM (series often up to 57.5 µM), for inactives: top-dose activation, usual class: activators | actives 0.34% (n = 260,000); note: potency is the fitted concentration of half-maximal effect; % is set by controls: 0 for no effect and ±100 for the full control effect; nearly all actives have a fitted effect of over 55% in size
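Purified hPK-M2 (>95% pure) converted ADP (0.1 mM final) to ATP with 0.5 mM PEP in 50 mM imidazole pH7.2, KCl, MgCl2, Tween 20, BSA; 1 h at room temperature. ATP detected by Kinase-Glo luminescence.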
KCNH2 3.1 inh: KCNH2 3.1 (human) potassium channel inhibition | U2OS KCNH2 3.1, thallium flux FluxOr; active compounds read low | activity change, % (tested at about 1.8 µM) | actives 0.95% (n = 340,000);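 active = maximum activity change below -70%; inconclusive = maximum activity change from -70% to -50%; inactive = maximum activity change above -50%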;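 note: thallium influx rate constant from kinetic fluorescence after stimulation buffer; % is set by controls: 0 for no effect and ±100 for the full control effect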
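Normalized rate constant (relative to positive and negative DMSO controls) derived from a 2 min kinetic fluorescence read after stimulation; U2OS cells expressing the 3.1 isoform via virus at 1.77 x 10^8 /mL.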
Giardia killer: kills Giardia lamblia; Giardia lamblia trophozoite viability; activity change, % at 7.66 µM, hits read low; actives 0.15% (n = 340,000); AID 540267; in the data active = activity change below about -80%; inconclusive = between about -30% and that limit;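 note: parasites exposed to compound for two days anaerobically before the ATP read; % is set by controls: 0 for no effect and ±100 for the full control effect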
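Anaerobic 48 hrs incubation at 37 deg C of 100 trophozoites/well with test compounds; ATPLite 1-Step luminescence, 15-30 min RT, reports cellular ATP as viability.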
GALK inh: blocks human galactokinase activity | P51570 | Purified GALK, Kinase-Glo residual ATP luminescence | Potency, µM (doses to about 57.5 µM), for inactives: at the highest dose activity change, negative = inhibition, most hits filed as inhibitors | actives 0.007% (n = 270,000) | AID 1868; note: potency is the fitted concentration of half-maximal effect; % is set by controls: 0 for no effect and ±100 for the full control effect
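5 nM enzyme, 35 uM ATP, 100 uM galactose, 20 mM HEPES pH8.0, 5 mM MgCl2; 1 h RT; residual ATP by Kinase-Glo Plus luminescence, qHTS format.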
Menin-MLL TR inh: menin-MLL binding inhibition, Texas Red mutant peptide. Potency, µM (highest dose often 61.6 µM), for inactives: at the top dose FP activity change, negative = inhibition, hits mostly inhibitors. AID 1768. actives 0.23% (n = 270,000). Menin + Texas Red MLL mutant peptide, fluorescence polarization; active = well fitted inhibition curve with a large enough effect in the polarisation, with a control signal flat, not every such curve was filed as active; inconclusive = small, poorly fitted or top-dose-only effect, or effect the other way, or a change in a side signal; inactive = no such curve, though single readings can be large or run the other way; the % refers to the polarisation; note: potency is the fitted concentration of half-maximal effect; % of control where 0% means no effect; many of its hits are not listed in these tables
Target sequence (O00255 whole entry, looked up): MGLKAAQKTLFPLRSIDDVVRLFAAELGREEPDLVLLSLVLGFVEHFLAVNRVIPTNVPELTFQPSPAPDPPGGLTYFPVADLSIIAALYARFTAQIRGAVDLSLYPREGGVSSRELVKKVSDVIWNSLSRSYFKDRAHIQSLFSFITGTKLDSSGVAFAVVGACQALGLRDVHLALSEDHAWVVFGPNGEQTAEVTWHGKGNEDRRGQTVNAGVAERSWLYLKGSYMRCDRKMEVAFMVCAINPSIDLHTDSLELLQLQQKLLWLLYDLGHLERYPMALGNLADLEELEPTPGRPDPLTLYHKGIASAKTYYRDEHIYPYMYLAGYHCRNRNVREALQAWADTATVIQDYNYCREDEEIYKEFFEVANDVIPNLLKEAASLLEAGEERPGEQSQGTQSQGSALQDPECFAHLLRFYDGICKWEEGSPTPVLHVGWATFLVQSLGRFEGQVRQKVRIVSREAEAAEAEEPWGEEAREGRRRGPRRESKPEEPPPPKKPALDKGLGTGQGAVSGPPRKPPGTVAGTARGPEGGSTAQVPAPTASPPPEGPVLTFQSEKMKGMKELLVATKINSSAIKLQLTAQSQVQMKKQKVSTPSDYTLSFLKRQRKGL
TRPV1 ag: agonists of human vanilloid receptor 1 (TRPV1). Q8NER1. TRPV1-expressing cells, Fluo-8 calcium influx, agonist mode. activation, % at 8.33 µM. actives 0.19% (n = 320,000). AID 540275; in the data active = activation above about 80%; inconclusive = between about 30% and that limit; note: 0% is about no effect
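TRPV1-expressing cells were cultured overnight at 35.5C and loaded with Fluo-8 calcium dye for 40 to 90 min at room temperature. After a 10 s baseline, compound was added and calcium influx was read kinetically for 3 min (ex 480/em 520 nm).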
Coupling enz: counter-screen for Giardia aldolase inhibitors: coupling enzyme system; coupling enzyme system counterscreen, AmpLite Red fluorescence; activity change, negative = inhibition, % at 58.2 µM, hits read low; actives 0.67% (n = 290,000); in the data active = activity change below about -30%; note: % is set by controls: 0 for no effect and ±100 for the full control effect
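Fluorescence at 525 nm excitation and 598 nm emission measured inhibition of the coupled detection system without aldolase. Compounds (at 57.5 uM final) were preincubated 10 min at room temperature with coupling enzyme reagent before a 20 min substrate/AmpLite Red step.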
Numbers without * were called inactive; ? = inconclusive; . = no result given; & = joins results of further samples; [ ] = another dose, or the depositor's remark. Unless noted, calls come from the whole dose curve; as a rule, active = well fitted curve in the direction sought with a large enough effect; inconclusive = small, poorly fitted or top-dose-only effect, or another doubt; inactive = no such curve, though single readings can be large; an effect the other way counts as inactive or inconclusive.

SMILES	USP2a block	B2AR arrestin	KCNH2 WT inh	MLL CXXC-DNA inh	PKM2 act	KCNH2 3.1 inh	Giardia killer	GALK inh	Menin-MLL TR inh	TRPV1 ag	Coupling enz
Cc1ccc2nc(SCC3CCCCO3)[nH]c2c1 (stereo not given)	-1%	-0.6%	-7	-2%	1%	9	-15	-2%	.	?	0
COc1cc2nc(C3CCC3)n(NC(=O)C3CCC(OC)CC3)c(=O)c2cc1OC (stereo not given)	-4%	-0.4%	-6	2%	0%	1	17	0%	-20%	3	1
CCOC(=O)C1CCN(CC(=O)c2c(C)[nH]c3ccccc23)CC1	0%	0.0%	12	11%	3%	-14	14	-3%	0%	-3	3
Cc1cc(S(=O)(=O)N2CCOCC2)ccc1OCC(=O)NCC1CCCO1 (stereo not given)	0%	-0.6%	3	-2%	.	3	-4	-1%	16%	-2	3
O=C(COC(=O)C12CC3CC(CC(C3)C1)C2)NCc1ccco1	0%	-0.5%	-7	12%	1%	-7	-6&8	1%	-22%	?	1
CCCOc1ccc(N2C(=O)CC(N3CCC(O)(c4cccc(C(F)(F)F)c4)CC3)C2=O)cc1 (stereo not given)	2%	-0.5%	5	-11%	-2%	.	-6	-3%	13%	12	-2
CN1CCC(N(C)C(=O)c2ccccc2Nc2ccc(SC(F)F)cc2)CC1	-1%	-0.9%	30	3%	-3%	-22	14	-2%	2%	2	2
CN1CCN(C2=Nc3cc(F)ccc3Cc3ccccc32)CC1	4%	-0.2%	.	6%&6%	0%	.	.	6%	-8%&5%	7	6
Cc1cc(OCCn2cncn2)ccc1[N+](=O)[O-]	0%	-0.6%	2	-3%	1%	4	-22	4%	7%	-7	1
COc1ccc(-c2cc(-c3cccs3)c(C#N)c(SCC(=O)NCc3ccccc3OC)n2)cc1	1%	-0.2%	3	10%	4%	-32	-1	0%	?	-3	-3
CCn1c(C)c(C(C)=O)c(N2CCN(c3ccc(F)cc3)CC2)nc1=S	-1%	-0.1%	-9	-1%	0%	-6	-4	0%	0%	-2	0
CCOc1ccc(S(=O)(=O)N2CCC(C(=O)OCc3ccc(OC)cc3)CC2)cc1	-9%	-1.0%	-6	.	.	-19	-1	.	.	9	.
NC(=O)N=Nc1c(O)n(Cc2ccccc2)c2ccc(Br)cc12	2%	-0.2%	5	2%	8%[11.5 µM]	-3	3	-3%	-12%	-5	-5
CCOC(=O)c1ccc(NC(=O)CSc2nnc(-c3ccncc3)n2C)cc1	0%	-1.6%	3	4%	-7%	3	5	0%	-7%	1	1
O=C(NCc1ccco1)C1CCN(C(=O)c2cc3sccc3n2Cc2ccc(F)cc2)CC1	-2%	7.2%	-6	2%	15%	-7	-3	-3%	-8%	-3	-3
O=C(Cc1cccs1)Nc1ccc(S(=O)(=O)N2CCCC2)cc1	-13%	0.1%	-11	16%	?	-7	-9	-1%	?	16	-1
Cc1nn(S(=O)(=O)N(C)C)c(C)c1CN1C(=O)c2ccccc2C1=O	2%	0.0%	-37	1%	-4%	4	3	0%	7%	4	3
O=C1CCC(C(=O)N2CCCC(N3CCN(c4cccc(C(F)(F)F)c4)CC3)C2)=NN1 (stereo not given)	-3%	0.0%	2	8%	.	4	-9	8%	.	4	.
Nn1c(SCC(=O)Nc2ccc(N3CCOCC3)cc2)nnc1C1CC1	3%	0.1%	5	.	.	-7	8	.	.	.	.
CCc1n(CC(O)COCc2ccccc2)c2ccccc2[n+]1C (stereo not given)	2%	0.0%	2	7%	-3%	-6	?	-2%	10%	0	1
CC1CCN(C(=O)c2ccccc2NC(=O)c2cccs2)CC1	1%	0.3%	-35	-6%	0%	16	?	4%	-7%	-1	3
CCC(C)n1c(SCC(=O)NC(=O)Nc2ccc3c(c2)OCCO3)nc2ccccc2c1=O (stereo not given)	-1%	0.2%	5	19%	1%	-5	15	-2%	-15%	6	-6
CC1(C(=O)CSc2n[nH]c(-c3ccccc3Cl)n2)CCC(=O)O1 (stereo not given)	1%	0.3%	.	14%	3%	.	.	1%	-22%	18	6
Cc1ccc(Cn2c(=N)c(C(=O)NC3CCCC3)cc3c(=O)n4ccccc4nc32)cc1	0%	-0.1%	-26	10%	1%[0.46 µM]	-31	-11	-2%	-11%	17	-2
Cc1cc2nc(C)c(Cc3ccccc3)c(=O)n2[nH]1	-1%	0.1%	6	-5%	5%	12	2	-2%	-8%	-4	1
Cc1ccsc1/C=N/NC(=O)C1C(=O)NCC1c1ccccc1 (stereo not given)	-1%	-1.0%	-18	3%	-4%	-7	-15	2%	.	.	-6
COc1ccc(C(=O)NC(=S)Nc2cccc(NC(=O)c3ccco3)c2)cc1[N+](=O)[O-]	0%	0.1%	17	4%	2%	-11	11	0%	?	-3	1
O=C(NCc1cccnc1)C12CC3CC(CC(Cl)(C3)C1)C2	2%	-0.4%	4	-19%	8%	-4	-10	-9%	.	25	.
CC(=O)N1CCc2c(sc3c2c(=O)n(Cc2ccccc2)c(=O)n3CC(=O)NCC2CCCO2)C1 (stereo not given)	1%	-0.6%	4	.	0%	6	38[activator]	.	1%	0	0
COc1ccc(C2(O)CN(c3ccccc3)C3=[N+]2CCS3)cc1OC (stereo not given)	-3%	0.1%	4	6%	.	-10	7	11%	-19%	9	0
O=C(COC(=O)c1cc(F)c(F)cc1Cl)NC1CC1	-2%	0.3%	3	3%	2%	13	16	1%	11%	1	0
Cc1ccsc1/C=C1/C(=O)NN(c2ccccc2)C1=O	0%	-0.1%	3	?	-44%	14	-5	-1%	?	-1	-12
CCN1CCN(CNC(=O)c2cnccn2)CC1	1%	0.0%	0	1%	-10%	11	10	0%	5%	-3	0
Cc1noc(C)c1COC(=O)Cc1ccc(Cl)cc1	-1%	0.3%	-16	6%	17%	-2	22	6%	-13%	11	0
CCc1nc2oc3ccccc3c(=O)c2c(=O)n1CCOC	1%	-1.2%	-1	-1%	-1%	3	-7	2%	-2%[11.7 µM]	.	4
Cc1cccc(NC(=O)c2nc[nH]c2C(=O)N(C)Cc2ccccc2)c1	5%	0.2%	4	.	.	18	-13	.	.	6	.
CCCCc1nc(SCc2ccc([N+](=O)[O-])cc2)n[nH]1	-1%	0.0%	-9	1%	12%	6	-18	4%	0%	1	-9
COc1cc(OC)c(OC)cc1CNC(=O)c1ccc(S(=O)(=O)N2CC(C)OC(C)C2)cc1 (stereo not given)	3%	0.3%	-8	.	.	11	-11	.	.	-4	.
COc1ccc(NC(=S)N2CCN(S(=O)(=O)c3ccc(C)cc3)CC2)cc1	2%	3.4%	7	?	3%	.	-16	4%	11%	1	-1
Cc1c(C(=O)N2CCN(c3ccccc3F)CC2)oc2c1C(=O)CC(C)(C)C2	0%	0.1%	10	-4%	.	-38	-4	-8%	.	24	.
O=C(Oc1nsnc1N1CCOCC1)N(c1ccccc1)c1ccccc1	1%	-0.4%	1	5%	4%	-9	13	0%	0%	28	-1
CCCCSc1nc2ccc(Nc3nc(N4CCOCC4)nc(N4CCOCC4)n3)cc2s1	-2%	0.2%	15	3%	0%	-6	-5	1%	3%	-4	1
CCOc1ccc(Cc2nc(C)c(CC(=O)N3CCOCC3)c(=O)[nH]2)cc1	1%	0.4%	1	8%	?	-15	-7	3%	-7%	-3	-1
O=C(c1cccs1)N1CCc2ccccc21	-1%	-0.2%	-5	7%	-26%	1	0	-1%	-20%	-3	0
CCOc1ccc(/C=C2\SC(=S)NC2=O)cc1OC	0%	-0.8%	11	-6%	-6%	16	3	-1%	?	-1	6
CC(C(=O)NC(=O)NC1CCCCC1)N(C)CC(=O)Nc1ccc(F)c(F)c1F (stereo not given)	0%	-0.4%	-6	.	.	29	-3	.	.	27	.
O=C(CSc1n[nH]c(-c2ccccc2F)n1)Nc1cc(F)ccc1F	2%	-0.3%	7	.	.	2	18	.	.	9	.
O=C(CCNS(=O)(=O)c1ccccc1F)OCc1ccccc1Cl	8%	-0.3%	-2	.	.	4	-10	.	.	.	.
O=C(NCCCCNCCCNC(=O)c1ccccc1)c1ccccc1	0%	-0.5%	9	.	.	6	9	.	.	.	.
O=C1NC(=Nc2ccc(O)cc2)S/C1=C\C=C\c1ccco1	4%	0.0%	12	-12%	28%	-6	-10	-6%	.	21	1
S=C(Cc1ccc(Cl)cc1)N1CCOCC1	-1%	0.0%	-5	11%	-3%	-15	-4	-1%	1%	-1	0
CCCCOC(=O)C1CCCC(C(=O)OCCCC)N1 (stereo not given)	0%	0.2%	4	19%	0%	7	15	-1%	-1%	2	2

Screening data: PubChem, National Center for Advancing Translational Sciences (NCATS)

Some of the compounds tested; the hit share may differ from the screen's.
